Source: PubChem BioAssay
mIAP act: increases mouse intestinal alkaline phosphatase activity | AID 2805 | muIAP, CDP-Star luminescence, 30 min; hits give high values; 1 = vehicle-only enzyme signal, 0 = enzyme-free wells | activation factor at 10 µM | hit rate 0.24% among 330,000;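 active = activation factor of at least 2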; also: the source names both 10 and 20 µM as test concentration; values of inactives mirror those of a sister screen read the other way
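Assay system: mouse IAP enzyme; Reagent: CDP-Star chemiluminescent phosphatase substrate; Compound: DMSO-dissolved test compounds; Incubation: 30 min, room temperature; Technique: luminescence from enzymatic CDP-Star hydrolysis; Controls: DMSO-only wells and no-enzyme negative control.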
Apaf-1 inh: human Apaf-1 inhibition; O14727; inhibition, % at 20 µM; AID 489030; reconstituted apoptosome caspase-3 activity, DEVD-Rh110 fluorescence; hit rate 0.71% among 330,000; active = inhibition of at least 40% at 20 µM;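 also: plate controls were DMSO wells for no effect and DEVD-CHO caspase inhibitor wells for full effect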
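Medium: Hepes buffer, pH 7.5 / System: biochemical Apaf-1 apoptosome reconstitution / Measured by: Rh110 fluorescence, excitation 480 nm, emission 540 nm / Times: compound with Apaf-1, dATP, procaspase-3 30 min, then 50 min reaction, room temperature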
tim10-1 inh: inhibits growth of tim10-1 mutant yeast; S. cerevisiae tim10-1 ts strain growth, BacTiter-Glo, 24 h; inhibition, % at 20 µM; hit rate 2.2% among 330,000; AID 463190;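 active = inhibition of at least 40%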;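 also: mutant grown at 25 °C; 0% = DMSO wells with yeast and 100% = wells holding no yeast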
NALP3 yeast inh: inhibitors of NALP3 inflammasome in yeast; Yeast reconstituted NLRP3/ASC/caspase-1, beta-gal luminescence, 24 h; inhibition, % at 10 µM; hit rate 0.39% among 330,000; AID 2825;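 active = inhibition of 50% or more; inactive = inhibition below 50%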;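 also: plate controls were induced DMSO wells for no effect and uninduced yeast grown without galactose for full effect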
ATG4B inh: inhibitors of human ATG4B cysteine protease | ATG4B cleavage of LC3-PLA2, NBD-HPC fluorescence, 1 h | AID 504462 | hit rate 0.51% among 340,000 | Q9Y4P1 | inhibition, % at 8.33 µM; in the data active = inhibition above about 40%
Target sequence (Q9Y4P1 whole entry, looked up): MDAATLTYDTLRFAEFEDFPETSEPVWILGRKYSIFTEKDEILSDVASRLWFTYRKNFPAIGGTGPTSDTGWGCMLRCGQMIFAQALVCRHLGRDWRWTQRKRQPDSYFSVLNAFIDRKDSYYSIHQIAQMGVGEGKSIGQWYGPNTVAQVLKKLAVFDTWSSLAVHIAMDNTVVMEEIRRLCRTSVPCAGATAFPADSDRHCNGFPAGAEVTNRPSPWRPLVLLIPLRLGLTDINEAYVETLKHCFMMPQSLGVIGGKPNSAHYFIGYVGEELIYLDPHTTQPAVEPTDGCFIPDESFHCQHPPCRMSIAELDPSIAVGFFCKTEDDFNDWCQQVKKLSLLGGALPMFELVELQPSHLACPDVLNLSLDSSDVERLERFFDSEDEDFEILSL
mIAP block: mouse IAP inhibition. purified mouse IAP, CDP-Star luminescence, 30 min. inhibition, % at 10 µM. hit rate 0.2% among 330,000. AID 2806;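 active = inhibition of at least 40% at 10 µM in the primary screen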;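 also: plate controls were DMSO with enzyme for no effect and no enzyme wells for full effect; values of inactives mirror those of a sister screen read the other way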
hIAP inh: blocks human intestinal alkaline phosphatase | AID 2544 | purified IAP, CDP-Star luminescence, 30 min | inhibition, % at 10 µM | hit rate 0.12% among 330,000 | P09923;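 active = inhibition reaching a set limit with compound at 10 µM in the primary screen, cut at about 35% in these data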;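 also: plate controls were DMSO wells with enzyme for no effect and no-enzyme buffer wells for full effect; values of inactives mirror those of a sister screen read the other way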
Target sequence (P09923 whole entry, looked up): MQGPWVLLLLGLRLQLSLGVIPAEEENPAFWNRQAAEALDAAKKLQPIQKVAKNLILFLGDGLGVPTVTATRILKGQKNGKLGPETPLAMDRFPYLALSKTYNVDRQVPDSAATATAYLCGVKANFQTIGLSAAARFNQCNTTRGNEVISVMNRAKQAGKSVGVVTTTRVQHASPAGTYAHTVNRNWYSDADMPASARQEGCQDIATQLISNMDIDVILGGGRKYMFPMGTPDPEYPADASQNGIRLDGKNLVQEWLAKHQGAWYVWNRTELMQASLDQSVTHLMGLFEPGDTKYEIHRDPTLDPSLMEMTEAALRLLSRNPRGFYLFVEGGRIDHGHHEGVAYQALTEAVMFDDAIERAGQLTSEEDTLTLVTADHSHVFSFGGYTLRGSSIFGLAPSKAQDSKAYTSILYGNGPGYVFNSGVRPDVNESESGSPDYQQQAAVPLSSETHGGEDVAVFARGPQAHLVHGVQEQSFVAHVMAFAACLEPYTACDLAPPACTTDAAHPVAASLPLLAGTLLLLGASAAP
hIAP act: increases human intestinal alkaline phosphatase activity | purified human IAP, CDP-Star luminescence, 30 min; hits give high values; 1 = vehicle-only enzyme, 0 = enzyme-free background | activation factor at 10 µM | hit rate 0.16% among 330,000;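 active = activation factor of the enzyme at least 2-fold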; also: the source names both 10 and 20 µM as test concentration; values of inactives mirror those of a sister screen read the other way
TIM10 inh: TIM10 yeast growth inhibition; S. cerevisiae TIM10 strain growth, BacTiter-Glo luminescence, 24 h; inhibition, % at 10 µM; hit rate 1.4% among 330,000; AID 463195;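 active = inhibition of 40% or more at the single tested concentration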;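 also: wild-type TIM10 isogenic control strain grown at permissive 25 °C; 0% = DMSO yeast wells and 100% = minimal medium wells without yeast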
Active calls of the source: *; / = no result given.

SMILES | mIAP act | Apaf-1 inh | tim10-1 inh | NALP3 yeast inh | ATG4B inh | mIAP block | hIAP inh | hIAP act | TIM10 inh
COc1ccc(N2CCN(Cc3cc(OC)c(O)c([N+](=O)[O-])c3)CC2)cc1 | 1.1 | -3 | 2 | -30 | 3 | -7 | 0 | 1 | -4
O=C(COC(=O)[C@H](Cc1ccccc1)N1C(=O)c2ccccc2C1=O)Nc1ccc2c(c1)OCO2 | 0.88 | 14 | 13 | 11 | -7 | 12 | 5 | 0.95 | 8
N#Cc1ccc(NCC(=O)Nc2ccc(S(=O)(=O)N3CCCCC3)cc2)cc1 | 1.1 | 2 | 1 | 8 | -7 | -6 | 0 | 1 | 6
COc1ccc(-n2nc(C(=O)NCC(=O)N3CCN(c4ccc(F)cc4)CC3)c3ccccc3c2=O)c(OC)c1 | 0.95 | 17 | -6 | 23 | -3 | 5 | 4 | 0.96 | 8
O=C(/C=C/c1ccc(Br)cc1)NCCCn1ccnc1 | 1.2 | 11 | 6 | 16 | 4 | -19 | 4 | 0.96 | -12
Cc1cc(N2CCN(S(=O)(=O)c3ccccc3)CC2)nc2c(C)cccc12 | 0.96 | 10 | 38 | 3 | -1 | 4 | 15 | 0.85 | 25
COc1ccccc1CNC(=O)CSCc1cnn(-c2ccccc2)c1-n1cccc1 | 1.1 | 19 | 39 | 12 | 13 | -8 | -3 | 1 | -4
O=C(CC1C(=O)NCCN1Cc1c(F)cccc1Cl)NCCCn1ccnc1 (centres undefined) | 1 | 0 | 8 | 1 | -4 | 0 | 24 | 0.76 | 13
C=C(C)CNC(=S)N/N=C/C1=CCC2CC1C2(C)C (centres undefined) | 1 | 9 | 17 | 15 | -5 | -2 | 4 | 0.96 | 19
COc1ccc(CNC(=O)C[C@H]2C[C@H](C(=O)N(C(C)C)C(C)C)[C@@]3(C)c4[nH]c5cc(-c6ccco6)ccc5c4CCN3C2=O)cc1OC | 1.2 | 26 | 31 | / | / | -22 | / | / | 14
N=c1oc2ccccc2cc1C(=O)N/N=C/c1ccccc1 | 0.92 | 9 | 19 | 21 | 0 | 8 | -3 | 1 | 10
Nc1ccc(N2CCOCC2)c(S(=O)(=O)Nc2cc(Cl)ccc2Cl)c1 | 0.82 | -1 | 26 | -3 | -6 | 18 | 5 | 0.95 | 24
CCn1c(SCC(=O)Nc2ccc(C)cc2)nnc1-c1ccc(O)cc1 | 0.92 | 1 | 6 | 17 | -1 | 8 | -5 | 1 | 16
COc1ccc(OC)c(NC(=O)CN(C)S(=O)(=O)c2ccc3nc(C)sc3c2)c1 | 0.99 | 5 | 2 | 6 | -9 | 0 | -4 | 1 | -6
C[C@@H]1CN(Cc2nc(-c3cccs3)no2)C[C@H](C)O1 | 1.1 | -1 | -12 | -28 | 0 | -9 | -4 | 1 | 1
Cc1cccc(OCCCC(=O)Nc2ccccc2C(F)(F)F)c1 | 0.97 | 18 | 19 | 26 | 1 | 2 | 10 | 0.9 | 24
CCc1noc(C)c1C(=O)Nc1cccc2ncccc12 | 1.1 | -3 | 30 | 17 | 7 | -8 | 18 | 0.82 | 9
Cc1ccc(C(=O)N/C(=C\c2cccs2)C(=O)NCCCn2ccnc2)cc1C | 1.1 | 8 | 3 | 15 | -1 | -7 | -16 | 1.2 | -8
CC(=O)N1CCCc2cc(S(=O)(=O)N(CC(C)C)CC(C)C)ccc21 | 1 | 7 | 25 | 0 | -1 | 0 | 10 | 0.9 | 13
Cc1cc(C)cc(OCCNC(=O)C(C)N2C(=O)c3ccccc3C2=O)c1 (centres undefined) | 1 | 11 | 15 | 2 | -4 | -2 | 14 | 0.86 | -1
O=C(Nc1ccccc1F)Nc1ccccc1OC(F)F | 1 | 6 | 20 | -3 | 0 | -4 | 6 | 0.94 | 26
O=C(CC(c1ccccc1)c1ccccc1O)NCCc1ccccc1 (centres undefined) | 1 | 5 | 12 | 6 | 1 | -2 | -3 | 1 | 6
CC(=O)NNC(=O)c1cc2sccc2s1 | 1 | -16 | 11 | 3 | 0 | -4 | -11 | 1.1 | 6
COc1ccc2ccc(=O)oc2c1CC(=O)C(C)C | 1 | -9 | -21 | 8 | -7 | -5 | 7 | 0.93 | 0
O=C(Nc1ccc(S(=O)(=O)NCC2CCCO2)cc1)c1cccc(F)c1 (centres undefined) | 0.95 | 2 | -21 | 16 | -8 | 5 | 11 | 0.89 | 2
CCOC(=O)c1sc(Nc2ccccc2)nc1C | 0.99 | 14 | 36 | 39 | 1 | 0 | 14 | 0.86 | 13
CCN=c1scc(C)n1/N=C/c1cc(Br)c(O)c(Br)c1 | 0.97 | 7 | -9 | 39 | 22 | 3 | -1 | 1 | 1
CCc1ccc(NC(=O)CSc2nnnn2-c2cccnc2)cc1 | 1 | 9 | 18 | -2 | 3 | -3 | -7 | 1.1 | 0
CCN(Cc1ccncc1)Cc1nc(-c2ccc(C(=O)OC)cc2)no1 | 0.96 | 6 | -31 | 32 | -5 | 4 | -11 | 1.1 | -69
CC(C)(C)OC(=O)NCC12C=CC(O1)C1C(=O)N(Cc3ccccc3)C(=O)C12 (centres undefined) | 1 | -2 | 12 | 32 | -8 | -4 | -14 | 1.1 | 3
NNC(=O)c1nnn(-c2nonc2N)c1CN1CCc2ccccc2C1 | 0.97 | 9 | 8 | -1 | 0 | 3 | 9 | 0.91 | 9
CCN(CC)S(=O)(=O)c1ccc(N2CCOCC2)c(NC(=O)Cc2ccccc2)c1 | 1 | 8 | 4 | 7 | -6 | 0 | 1 | 0.99 | -6
CC(=O)Nc1ccc(Nc2cc(-c3ccccc3)nc3ncnn23)cc1 | 1.1 | -7 | 8 | 8 | -36 | -13 | 0 | 1 | 10
CCN(CC(=O)Nc1ccccc1C(F)(F)F)C(=O)c1ccc(=O)n(Cc2ccccc2)n1 | 0.95 | 4 | 9 | 20 | -9 | 5 | -18 | 1.2 | -2
Cc1cc(C)cc(C(=O)OCC(=O)NCc2ccco2)c1 | 1 | 1 | -1 | 16 | -8 | -4 | -10 | 1.1 | 1
C=CCNCCCOc1ccc(Cl)cc1C(C)(C)C | 0.97 | 12 | 27 | 16 | 1 | 3 | -6 | 1.1 | 16
COc1ccc(CNC(=O)CNC(=O)c2cccs2)c(OC)c1 | 0.96 | 2 | 5 | 10 | 2 | 4 | 8 | 0.92 | -4
CC(C)Cc1ccc(/C=C/C(=O)NC2CC2)cc1 | 1.1 | 3 | 15 | 21 | 15 | -5 | 5 | 0.95 | 19
CC(=O)NC(CC(=O)OCC(=O)c1c(N)n(C)c(=O)n(C)c1=O)c1ccccc1 (centres undefined) | 1.1 | 2 | -10 | 0 | 10 | -11 | -6 | 1.1 | -19
O=C(C1CCCN(c2ncnc3c2nc2n3CCCCC2)C1)N1CCCCC1 (centres undefined) | 0.94 | 0 | 31 | -6 | -2 | 6 | -6 | 1.1 | 22
COc1ccc(N2CCN(C(=O)[C@@H](NC(=O)c3ccccc3Cl)C(C)C)CC2)cc1 | 0.99 | -1 | -8 | 8 | -1 | 1 | 0 | 1 | 13
CC(C)(C)NC(=O)COC(=O)c1ccc2c(c1)C(=O)N(Cc1ccco1)C2=O | 1 | 6 | 8 | 0 | 5 | -1 | 1 | 0.99 | 18
O=Cc1ccc(OC(=O)/C=C/c2ccccc2)cc1 | 1 | 9 | 26 | -7 | 1 | 0 | 11 | 0.89 | 21
COc1ccc(/C=C/C(=O)c2ccc(Cl)cc2)c(OC)c1 | 0.9 | 21 | 28 | 16 | -5 | 10 | -34 | 1.3 | 44*
Cc1ccnc(SCc2cc(=O)c(OC(=O)c3ccc(Cl)c([N+](=O)[O-])c3)co2)n1 | 1.1 | -8 | 20 | 9 | 17 | -11 | 3 | 0.97 | 21
COc1ccccc1C(CCNS(=O)(=O)c1ccc(C)cc1)c1ccco1 (centres undefined) | 1 | 15 | 22 | -8 | -10 | 0 | 13 | 0.87 | 23
CC(C)CNc1ncnc2c1cnn2Cc1ccc(Cl)cc1 | 1 | 6 | 27 | 20 | -2 | -3 | -7 | 1.1 | 8
O=C(O)C(O)C(O)c1nc2ccccc2[nH]1 (centres undefined) | 1 | -2 | -14 | 2 | 0 | -2 | -8 | 1.1 | -9
COc1ncnc2c1NC1=C(S2)C(=NCCC(=O)O)CC(C)(C)C1 | 1 | 7 | -1 | 1 | 3 | 0 | -7 | 1.1 | 8
Cc1ccccc1NCCNc1ccccc1C | 1.1 | 1 | 26 | 22 | 0 | -10 | -4 | 1 | 5
CCc1ccccc1Nc1nc(N)nc(COC(=O)CCS(=O)(=O)c2ccccc2)n1 | 0.95 | 3 | -4 | 10 | -6 | 5 | 8 | 0.92 | 9
O=C(NCCn1cc(SCc2ccc(F)cc2)c2ccccc21)c1c(F)cccc1F | 1.2 | 9 | 1 | 19 | 9 | -22 | 11 | 0.89 | -2
O=C(NCCC1=CCCCC1)c1ccc([N+](=O)[O-])cc1 | 1 | -1 | 11 | 58* | 4 | -1 | -21 | 1.2 | 8
CC(C)(C)[C@H]1COC(=O)[C@@H](Cc2ccc(F)cc2)C/C=C\C[C@@H](CC(=O)N[C@@H](CO)Cc2ccccc2)C(=O)N1 | 1.1 | 18 | -2 | 20 | -3 | -6 | -9 | 1.1 | 1
O=C(Nc1ccccc1CC[N+](=O)[O-])N1CCN(c2ccccc2)CC1 | 0.99 | 6 | -8 | 13 | 2 | 1 | 2 | 0.98 | 12
CCOC(=O)C(Cc1ccc(O)cc1)NC(=O)CCc1c[nH]c2ccccc12 (centres undefined) | 1.1 | -1 | 10 | 8 | -5 | -8 | -8 | 1.1 | -12
Cc1cc(-c2cc(-c3ccc(Cl)cc3)on2)nc(NCC2CC2)n1 | 1 | 10 | 12 | 15 | -3 | -5 | 7 | 0.93 | 7
COc1ccccc1CNC(=O)CN(C)S(=O)(=O)c1ccc(Br)s1 | 0.89 | 9 | 14 | 13 | 1 | 11 | -6 | 1.1 | -11
Cc1cc(=O)oc2cc(OCc3ccc(C(=O)OCC(=O)NC4CCS(=O)(=O)C4)cc3)ccc12 (centres undefined) | 0.99 | -28 | 6 | -10 | -5 | 1 | 0 | 1 | -10
Cc1c(N/C=C/C(=O)c2ccc(Cl)cc2)c(=O)n(-c2ccccc2)n1C | 1 | 5 | 26 | 14 | -16 | -2 | 4 | 0.96 | 23
COc1cc(CSc2ncn[nH]2)c(OC)cc1CSc1ncn[nH]1 | 0.88 | -1 | 4 | 5 | 1 | 12 | -172 | 2.7* | -21
Cc1ccc2oc(=O)c3cnn(CC(=O)N(CCN(C)C)Cc4ccco4)c3c2c1 | 1 | -2 | 4 | 18 | -6 | 0 | 0 | 1 | -3
